Screens from PubChem.
aSyn rescue: alpha-synuclein toxicity inhibition in yeast; 370,000 compounds, 0.14% hits; Potency, µM (titrated, usually from 46.1 µM), for inactives: at the top dose growth rescue (activation), hits mostly activators; Yeast expressing alpha-synuclein, growth rescue, BacTiter-Glo, 24 h; also: potency is read from the fitted curve at half-maximal effect; % of control where 0% means no effect; nearly all actives have a fitted effect of over 65% in size
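Screening used galactose-induced yeast with toxic alpha-synuclein levels, exposed to compound for 24 hr at 30 deg C. Cell growth, read with BacTiter-Glo luminescence, gave the measured signal.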
Abeta rescue: A-beta toxicity reversal in yeast | 410,000 compounds, 0.063% hits | Potency, µM (titrated, usually from 46.1 µM), inactives show at the top dose growth rescue, most hits filed as activators | yeast expressing A-beta42, growth rescue, OD600, 48 h; response scale: 0% DMSO, 100% iron-clioquinol control; also: potency is read from the fitted curve at half-maximal effect; nearly all actives have a fitted effect of over 55% in size
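Growth rescue measured by 600 nm absorbance after 48 h yeast culture at 30 C with compound. Values normalized between DMSO and an equimolar ferric chloride plus clioquinol control.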
EPAC1 agonist: EPAC1 (human) agonism | EPAC1 agonist qHTS, biochemical assay; response scale: 100% = response to 6.5 mM cAMP | O95398 | 360,000 compounds, 0.073% hits | Potency, µM (top dose mostly 154 µM), inactives show at the top dose activation, hits mostly activators; also: potency is read from the fitted curve at half-maximal effect; nearly all actives have a fitted effect of over 60% in size
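Normalized to 6.5 mM cAMP, activity reflects EPAC1-catalysed release of BODIPY-GDP from Rap1B, followed kinetically over 30 min at 480 nm excitation, 540 nm emission. Reaction contained 100 nM EPAC1, 250 nM Rap1B-BODIPY-GDP, 50 uM GDP.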
WRN inhibitor: inhibitors of human WRN helicase. 360,000 compounds, 0.46% hits. WRN helicase unwinding, fluorescent forked duplex, kinetic. Potency, µM (highest dose often 114 µM), without a hit: at the highest dose activity change, negative = inhibition, most hits filed as inhibitors. AID 651768; also: potency is read from the fitted curve at half-maximal effect; % is scaled to controls: 0 for no effect and ±100 for the full control effect; nearly all actives have a fitted effect of over 55% in size
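WRN at 20 nM final was preincubated with compound for 15 min at room temperature; reaction started with 100 nM forked duplex oligonucleotide carrying fluorophore and quencher plus 2 mM ATP (final). Unwinding followed kinetically by red fluorescence (ex 525/em 598 nm).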
PLK1 PBD inh: inhibitors of human PLK1 polo-box domain binding; Potency, µM, without a hit: max response, negative = inhibition, hits mostly inhibitors; Plk1 PBD binding of FITC phosphopeptide, fluorescence polarization; 360,000 compounds, 2.8% hits; also: potency is read from the fitted curve at half-maximal effect; series mostly up to about 57 µM; % is scaled to controls: 0 for no effect and ±100 for the full control effect; nearly all actives have a fitted effect of over 65% in size
FUS suppressor: FUS proteinopathy suppression in yeast. S. cerevisiae FUS-expressing, growth rescue, OD600, 24 h. AID 1347120. Potency, µM (highest dose often 76.6 µM), for inactives: top-dose growth rescue (activation), hits mostly activators. 390,000 compounds, 0.24% hits;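 also: potency is read from the fitted curve at half-maximal effect; plate controls were DMSO vehicle for no effect and reference control for full effect; nearly all actives have a fitted effect of over 55% in size; some results filed as inactive show a strong effect at the top dose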
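Toxicity suppression screen in FUS-yeast. Cells induced with 2% galactose, starting OD 0.005, treated 24hr at 30C with compounds at multiple final concentrations; growth by OD600.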
IL2 activator: activators of IL-2; activation, % (series mostly up to about 46 µM); 360,000 compounds, 0.065% hits; IL-2 activation reporter assay, cell-based qHTS; stimulated with anti-CD3/CD4/CD28 beads; in transgenic mouse T cells; AID 652025; in the data active = activation above about 50%; inconclusive = mostly about 30% to 49%; also: 0% is about no effect
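Using fluorescent plate cytometry, EGFP and DsRed are detected in transgenic mouse T cells stimulated 18 h at 37 degrees C with antibody-coated beads after 60 min compound pretreatment.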
EPAC1 antagonist: EPAC1 (human) antagonism. O95398. EPAC1 GEF assay, Rap1b-BODIPY-GDP exchange fluorescence. Potency, µM (doses to about 115 µM), for the others: at the highest dose activity change, negative = inhibition, actives largely listed as inhibitors. 360,000 compounds, 0.14% hits. AID 720709;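 also: potency is read from the fitted curve at half-maximal effect; plate controls were vehicle for no effect and positive control for full effect; nearly all actives have a fitted effect of over 50% in size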
PI5P4K alpha inh: PI5P4K alpha (human) kinase inhibition | P48426 | PI5P4Kalpha enzyme, ADP-Glo luminescence, 60 min; active compounds read low | max response, % | 330,000 compounds, 1.2% hits | AID 652105; active = max response of -50% or lower; inconclusive = between -30% and -50%; inactive = -30% or higher; also: value at the top dose of about 77 µM; % is scaled to controls: 0 for no effect and ±100 for the full control effect
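Quantitative HTS of the MLSMR library against PI5P4Kalpha with substrate. ATP added last at 5 microM final; room temperature, 60 minutes. Remaining ATP depleted, ADP converted and read as luminescence.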
Starred values were filed as active, the others as inactive; u = inconclusive; x = not tested or not shown; [ ] = another dose, or the depositor's remark. Unless noted, calls follow the shape of the dose curve; as a rule, active = well fitted curve in the direction sought with a large enough effect; inconclusive = small, poorly fitted or top-dose-only effect, or another doubt; inactive = no such curve, though single readings can be large; an effect the other way counts as inactive or inconclusive.

SMILES	aSyn rescue	Abeta rescue	EPAC1 agonist	WRN inhibitor	PLK1 PBD inh	FUS suppressor	IL2 activator	EPAC1 antagonist	PI5P4K alpha inh
CN(C)c1ccc(N=Nc2ccc(S(N)(=O)=O)cc2)cc1	0%	-13%	-9%	-19%	-3%	41%	0.0	-12%	-16
COc1ccccc1N1CCN(C(=O)c2onc(C)c2Cl)CC1	-8%	-11%	1%	1%	-9%	-16%	-3.4	7%	4
Cc1ccc(NC(=O)/C(=C\c2ccccc2)NC(=O)c2ccco2)cc1	2%	4%	-5%	-9%	-4%	5%	-0.2	6%	5
CCCCC(OC(=O)c1ccco1)C(=O)NCc1ccc(C)cc1 (stereo not drawn)	3%	2%	0%	8%[57.1 µM]	-5%	-24%	1.0	-16%	0
CCOc1cccc(C2C(C(=O)c3ccco3)=C(O)C(=O)N2Cc2ccncc2)c1 (stereo not drawn)	3%	3%	-5%	2%[57.1 µM]	0%	-5%	-0.6	7%	-6
CC1(C)CC(=O)C2=C(C1)N(c1cccnc1)C(N)=C(C#N)C2c1cccs1 (stereo not drawn)	0%	16%	-1%	-4%[57.1 µM]	2%	19%	1.7	4%	4
CCN(C(=O)c1cc2c(=O)[nH]c3ccc(C)cc3c2s1)c1ccccc1F	5%	-9%	7%	-17%	-20%	5%	-2.2	-15%	1
Cc1cccc2c1Sc1ccc(Cl)cc1CC2N1CCNCC1 (stereo not drawn)	-23%	-32%[inhibitor]	-3%	6%	2%	8%	-0.9	-7%	12
C=CCc1ccc(OC(=O)NC2CCCCC2)c(OC)c1	-8%	26%	-2%	5%	-16%	-2%	-3.2	-2%	-5
C/C(=N\NC(=O)CCC(=O)N/N=C(\C)c1ccc(C)o1)c1ccc(C)o1	10%	3%	5%	5%	-1%	-11%	0.7	-17%	-5
CCN(CCCc1ccccc1)CCCc1ccccc1	-5%	-2%	-5%	0%	-15%	-39%	0.3	-16%	6
CCOc1ccc(C(=O)NCC(=O)N2CCCC2)cc1	-3%	-21%	3%	u	-14%	16%	-2.1	u	4
Cc1ccc(OCCCCN2CCCCC2)c(Br)c1	0%	2%	-5%	-14%	-4%	x	-5.3	5%	5
O=Cc1ccc(C(=O)OCC(=O)NC(=O)Nc2ccccc2F)cc1	3%	7%	-3%	-3%	5%	u	0.1	-2%	-57*
COC(=O)C1=C(C(=O)OC)[C@@H]2N(C)c3ccc(OC)cc3[C@@]23C[C@@H](C(=O)OC)N(C(=O)C2CCC2)C3=N1	-2%	-5%	-12%	-9%	-8%	u	-0.3	-10%	0
O=C(NCCCN1CCCC1=O)C(=O)NCC1OCCN1S(=O)(=O)c1ccc(Cl)cc1 (stereo not drawn)	-4%	1%	8%	-20%	-6%	x	-2.2	6%	-2
Cc1ccc(/C=C2\C(=O)ON=C2c2ccccc2)o1	10%	-4%	2%	3%	u	0%	1.5	-9%	3
CCc1cc(C(=O)N2CCN(C(=O)c3ccco3)CC2)sc1C	9%	12%	2%	-1%	2%	-13%	2.6	9%	3
O=S(=O)(CCc1nc2ccccc2[nH]1)c1ccc(Cl)cc1	4%	-9%	-2%	3%	2%	5%	0.3	24%	4
Cc1nc(-c2ccccc2)sc1C(=O)CSc1ccc(F)cc1	-1%	3%	13%	-3%	u	4%	-0.2	-6%	-1
Cc1ccc2ccccc2c1C(O)c1ncc(-c2ccccc2)[nH]1 (stereo not drawn)	1%	8%	4%	-4%	-10%	13%	0.1	-5%	6
CC(=O)N1CCOc2ccc(S(=O)(=O)N3CCC(C(=O)Nc4ccc(C)c(C)c4)CC3)cc21	-5%	4%	-6%	-4%	-14%	u	-2.6	-25%	-4
CCc1ccc(CN2C(=O)CCC2(C)C(=O)NC2CCCC2)cc1 (stereo not drawn)	-1%	-6%	0%	-1%	-10%	x	-0.1	-11%	22
Cc1ccc(NC(=O)CN2CCc3ccccc3C2)cc1	-1%	-2%	6%	8%	-4%	4%	-0.6	-9%	-2
CCOC(=O)c1[nH]c(C)c(/C(O)=C2\C(=O)C(=O)N(CCN3CCOCC3)C2c2ccco2)c1C (stereo not drawn)	-3%	0%	1%	3%	-7%	6%	0.4	6%	-2

The final 2 compounds of the part before open the next one:
SMILES	aSyn rescue	Abeta rescue	EPAC1 agonist	WRN inhibitor	PLK1 PBD inh	FUS suppressor	IL2 activator	EPAC1 antagonist	PI5P4K alpha inh
Cc1ccc(NC(=O)CN2CCc3ccccc3C2)cc1	-1%	-2%	6%	8%	-4%	4%	-0.6	-9%	-2
CCOC(=O)c1[nH]c(C)c(/C(O)=C2\C(=O)C(=O)N(CCN3CCOCC3)C2c2ccco2)c1C (stereo not drawn)	-3%	0%	1%	3%	-7%	6%	0.4	6%	-2
O=C(Nc1ccc(N2CCCCC2)cc1)c1cc([N+](=O)[O-])cc([N+](=O)[O-])c1	-3%	0%	-7%	-2%	-4%	18%	0.9	8%	0
Cn1ccc2c(N3CCCCC3)cc3c(c21)C1CCC3O1 (stereo not drawn)	-8%	3%	-7%	-5%	0%	5%	0.2	-15%	1
O=C(O)CNC(=O)c1ccc(NC(=O)/C(=C/c2ccccc2)NC(=O)c2ccccc2Br)cc1	0%	-5%	5%	-7%	-11%	-15%	0.6	-8%	2
COc1ccc(CCNC(=O)C/C(C)=N/NC(=O)c2cnccn2)cc1	15%	4%	11%	1%	-10%	-7%	-1.3	4%	-2
O=C(Nc1ncc2c(n1)CC(c1ccco1)CC2=O)c1ccco1 (stereo not drawn)	1%	6%	-6%	2%	4%	27%	-1.5	-19%	1
c1ccc(-c2nnc(CSc3nc4ccccc4[nH]3)o2)cc1	-1%	0%	-9%	10%	6%	x	0.7	-4%	-3
CCCNC(=O)c1c(N)n(-c2cc(OC)cc(OC)c2)c2nc3ccccc3nc12	5%	9%	10%	1%	1%	42%	-3.2	8%	1
NC(=O)c1ccsc1NC(=O)CSc1nc2ccccc2c(=O)n1CCCO	-1%	-9%	7%	-10%[57.1 µM]	-12%	-3%	-2.0	-8%	x
Cc1ccc(N2C(S)=C(C#N)C(=O)NC2c2ccco2)cc1 (stereo not drawn)	2%	12%	-13%	-5%	-28%	1%	-0.5	3%	-22
COc1ccc2cc(C(C)c3nc4ccccc4c(=O)n3N)ccc2c1 (stereo not drawn)	1%	-11%	1%	u	4%	24%	0.6	-20%	13
COC(=O)[C@@]1(Cc2ccc(OC)cc2)[C@@H]2C(=CC(=O)[C@H]2CC(=O)C(=O)N(C)C)CN1C(=O)c1ccccc1	4%	3%	10%	-1%	-14%	27%	-0.8	1%	-5
O=C(NCc1ccccc1Cl)c1cnccc1C(F)(F)F	15%	6%	-1%	3%	6%	6%	-1.5	3%	1
CCOC(=O)C1(Cc2ccc(Cl)cc2)CCN(C(=O)CCc2cnccn2)CC1	6%	-8%	6%	1%	-15%	7%	2.0	-3%	-2
O=C(C1CCN(S(=O)(=O)c2ccccc2)CC1)N1CCOCC1	-1%	3%	5%	-11%	0%	17%	0.4	-6%	x
Fc1cccc(F)c1[B-](F)(F)F	-8%	3%	-13%	-6%	0%	-32%	0.4	-3%	0
O=C(CSc1ccc(Cl)cc1)OCc1nnc(-c2ccccc2)o1	3%	8%	7%	6%	-7%	14%	-2.1	-1%	5
CCOC(=O)N1CCN(C(=O)COC(=O)c2ccccc2NCCO)CC1	-6%	3%	7%	-6%	-4%	-13%	-4.1	-2%	2
CC(C)(C)c1ccc(OCCn2ccccc2=O)cc1	2%	6%	5%	-4%	-13%	27%	-2.9	-9%	0
Cc1cc(C)c(S(=O)(=O)N(C)CC(=O)NCc2ccncc2)c(C)c1	-5%	6%	3%	2%	-11%	11%	0.8	-13%	4
O=C(COC(=O)CSc1ccc(Br)cc1)NCc1ccco1	7%	4%	-3%	-24%	-7%	10%	-0.1	-11%	4
Cn1c(SCCOc2cccc(Cl)c2)nnc1-c1ccncc1	-8%	0%	-8%	4%	-21%	8%	-1.9	0%	6
Cc1ccccc1OCc1ccc(C(=O)N2CCOCC2)o1	8%	10%	-2%	15%	-3%	-5%	2.3	8%	-8
CCOc1ncccc1C(=O)Nc1ccccc1C(=O)NCc1ccc2c(c1)OCO2	-5%	0%	9%	-10%	-9%	23%	-3.3	-3%	x
CC(=O)Nc1ccc(-c2nc3c(C)cccc3[nH]2)cc1	-1%	2%	0%	-8%	-2%	10%	1.6	-6%	0

Full records, quoted from the list. Values in the order: aSyn rescue, Abeta rescue, EPAC1 agonist, WRN inhibitor, PLK1 PBD inh, FUS suppressor, IL2 activator, EPAC1 antagonist, PI5P4K alpha inh
Listed for Cc1cc(C)c(S(=O)(=O)N(C)CC(=O)NCc2ccncc2)c(C)c1 : -5%, 6%, 3%, 2%, -11%, 11%, 0.8, -13%, 4
Listed for c1ccc(-c2nnc(CSc3nc4ccccc4[nH]3)o2)cc1 : -1%, 0%, -9%, 10%, 6%, x, 0.7, -4%, -3
Listed for CCOC(=O)N1CCN(C(=O)COC(=O)c2ccccc2NCCO)CC1 : -6%, 3%, 7%, -6%, -4%, -13%, -4.1, -2%, 2
Listed for Fc1cccc(F)c1[B-](F)(F)F : -8%, 3%, -13%, -6%, 0%, -32%, 0.4, -3%, 0
